HepG2 tox: HepG2 cytotoxicity, counter-screen for TGF-b inhibitors; AID 588856; HepG2 CAGA-GFP viability, ATP luminescence, 18 h; hit rate 0.76% among 410,000; Potency, µM (titrated, usually from 46.1 µM), for inactives: at the highest dose activity change, negative = cytotoxicity, actives largely listed as cytotoxic; further: potency means the concentration at half of the fitted maximal effect; some results filed as inactive show a strong effect at the top dose
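HepG2 CAGA-GFP cells (1000/well, DMEM with 1% FBS) received compound, then TGF-beta at 500 pg/mL final, and were incubated 18 hours at 37 degrees C. Viability was read by CellTiter-Glo luminescence. Media-only wells were set as complete cell-killing and DMSO as no toxicity.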
CCT modulator: modulators of cytosolic chaperonin (CCT/TRiC) activity | purified chaperonin ATPase assay, HTRF ADP detection, 30 min | activity change, % (concentration not given with the values), hits read low | hit rate 0.3% among 360,000 | AID 651819; in the data active means activity change below about -30%; further: on the % scale 0 is the no-effect control and ±100 the full control effect
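We incubate TRiC, 40 or 20 nM final, with library compounds at 76 uM and 10 uM ATP for 30 min at 37 °C. ADP formed is detected with Transcreener HTRF reagents after 30 min at room temperature.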
Nrf2 activator: Nrf2 pathway activation. AREc32 ARE-luciferase reporter (MCF7-derived line), luminescence, 24 h. Potency, µM (top dose mostly 46.1 µM), for inactives: top-dose activation, hits mostly activators. hit rate 0.31% among 410,000; further: potency means the concentration at half of the fitted maximal effect; % of control where 0% means no effect; nearly all actives have a fitted effect of over 65% in size
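Quantitative high-throughput format: AREc32 reporter cells, 1000 per well, received compound by pin transfer and were incubated 24 hr at 37 deg C, 5% CO2, before Steady-Glo luminescence detection.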
Abeta yeast res: compounds reversing amyloid beta toxicity in yeast; Potency, µM (titrated, usually from 46.1 µM), without a hit: top-dose growth rescue, most hits filed as activators; hit rate 0.063% among 410,000; yeast expressing A-beta42, growth rescue, OD600, 48 h; response scale: 0% DMSO, 100% iron-clioquinol control; AID 1347071; further: potency means the concentration at half of the fitted maximal effect; nearly all actives have a fitted effect of over 55% in size
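Growth rescue measured by 600 nm absorbance after 48 h yeast culture at 30 C with compound. Values normalized between DMSO and an equimolar ferric chloride plus clioquinol control.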
A549 viability: A549 cytotoxicity, counter-screen for Nrf2 inhibitors | A549 ARE-Fluc cells, CellTiter-Fluor viability, 18-24 h | Potency, µM (top dose mostly 46 µM), without a hit: at the top dose activity change, negative = cytotoxicity, actives largely listed as inhibitors | hit rate 0.16% among 390,000; further: potency means the concentration at half of the fitted maximal effect; on the % scale 0 is the no-effect control and ±100 the full control effect
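A549 ARE_Fluc cells in 5% FBS OPTI-MEM were exposed to compounds in concentration-response for 18-24 h at 37 deg C. Viability was read by CellTiter-Fluor fluorescence (Ex 405/Em 525) after 30 min, before the luciferase read.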
Akt phos inh: blocks phosphorylation of Akt. Neuro2A IGF-stimulated pAkt S473 HTRF, 20 min; hits give low values. activity change, % for hits at 50 µM. hit rate 0.32% among 360,000. AID 651550; in the data active means activity change below about -80%; inconclusive means mostly about -51% to -80%; further: on the % scale 0 is the no-effect control and ±100 the full control effect
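Neuro2A cells in DMEM with 0.5% FBS, overnight at 37 deg C, given compound at single 50 µM final, then IGF (6 nM final) for 20 min at 37 deg C. Lysed; phospho-Akt Ser473 by HTRF after 24 h, 665/615 ratio.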
Mm-Cpn inhibitor: inhibitors of Methanococcus maripaludis chaperonin (MmCpn); purified Mm-Cpn ATPase, ADP Transcreener TR-FRET; Potency, µM (highest dose often 76.9 µM), for inactives: at the highest dose activity, negative = inhibition, hits mostly inhibitors; hit rate 0.031% among 330,000; further: potency means the concentration at half of the fitted maximal effect; on the % scale 0 is the no-effect control and ±100 the full control effect; nearly all actives have a fitted effect of over 80% in size
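TR-FRET (320 nm excitation; 590 and 665 nm emission) reports ADP made from 10 uM ATP by 25 nM enzyme; compounds were preincubated 10 min, reaction run 30 min, both at 37°C.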
TGFb SMAD3 inh: blocks TGF-b signaling. AID 588855. Potency, µM (titrated, usually from 46.1 µM), for inactives: top-dose activity, negative = inhibition, usual class: inhibitors. hit rate 1.2% among 410,000. HepG2 CAGA-GFP TGF-b/SMAD3 reporter, GFP fluorescence, 18 h; TGF-beta stimulated, 500 pg/mL final; further: potency means the concentration at half of the fitted maximal effect; on the % scale 0 is the no-effect control and ±100 the full control effect; nearly all actives have a fitted effect of over 65% in size
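Using HEPG2 CAGA-GFP reporter cells at 1000 cells/well, we pinned test compounds, stimulated with recombinant TGF-beta (500 pg/mL final) and measured total well GFP after 18 h.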
Nrf2 block: Nrf2 pathway inhibition. AID 504444. Potency, µM (highest dose often 46 µM), for the others: at the top dose activity change, negative = inhibition, actives largely listed as inhibitors. A549 ARE-Fluc reporter, luciferase luminescence, 18-24 h. hit rate 2.1% among 360,000; further: potency means the concentration at half of the fitted maximal effect; on the % scale 0 is the no-effect control and ±100 the full control effect; nearly all actives have a fitted effect of over 60% in size
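Quantitative HTS in A549 cells stably bearing an antioxidant response element-firefly luciferase construct. Inhibition of Nrf2-driven transcription was scored by luminescence after 18-24 h of compound exposure at 37 °C.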
* hit, by the source's call; i = inactive; ? = inconclusive; . = not tested or not shown; & = joins results of further samples; [ ] = remark or other dose. Unless noted, the call rests on the fitted dose curve; in most records, active means well fitted curve in the direction sought with a large enough effect; inconclusive means small, poorly fitted or top-dose-only effect, or another doubt; inactive means no such curve, though single readings can be large; an effect the other way counts as inactive or inconclusive.

SMILES	HepG2 tox	CCT modulator	Nrf2 activator	Abeta yeast res	A549 viability	Akt phos inh	Mm-Cpn inhibitor	TGFb SMAD3 inh	Nrf2 block
COc1ccc2nc(Nc3nc(CSc4ccc(C)cc4)cc(=O)[nH]3)nc(C)c2c1	0%	-1.9	2.7%	-7%	-18%	i	-4%	-3%	?
CCN(CC)CCN1C(=O)C2C(C(=O)Nc3cccc(C)c3)C3C=CC2(O3)C1C(=O)NC1CCCC(C)C1C (stereo not drawn)	-31%	-0.5	0.2%	5%	?	i	1%	-1%	-19%
CC1(C(=O)NCC2CCCO2)Oc2cccnc2NC1=O (stereo not drawn)	-24%	-0.5	-0.5%	-6%	-2%	i	2%	-10%	-1%
Cc1cc(=O)oc2cc(OC(=O)C3CCN(C(=O)c4ccc(F)cc4)CC3)ccc12	3%	-7.3	-0.5%	23%	2%	i	-16%	10%	-1%
COC(=O)c1c(NC(=O)CCCC(=O)O)sc2c1CCC2	0%	0.9	0.4%	0%	0%	i	0%	-30%	-4%
CC1(C)Cc2c(sc(NC(=O)C(=O)NCC3CCCO3)c2C(N)=O)CO1 (stereo not drawn)	-2%	-0.1	0.1%	19%	-3%	i	1%	-1%	-6%
O=C(COC(=O)Cc1ccccc1F)Nc1cccc(F)c1	22%	0.8	0.3%	18%	0%	i	1%	-3%	4%
CCCNC(=O)Cn1c(-c2ccc(F)cc2)cc(C(=O)OCC)c1C	-14%	-3.3	1.3%	7%	-9%	i	-2%	-18%	-9%
CCC(=O)Nc1cc(-c2cc3ccccc3oc2=O)ccc1OC	15%	-1.0	13%	-19%	-6%	i	-1%	11%	?
CCCCn1c(SCC(=O)c2ccccc2)nc2c(sc3ccccc32)c1=O	-4%	.	0.5%	-7%	3%	.	.	1%	.
Cc1nonc1OCCN1CCN(c2ccccc2[N+](=O)[O-])CC1	3%	0.6	0.5%	-6%	1%	i	0%	-1%	-19%
CC(C)(C)c1cc(CSC(=S)NC2CCS(=O)(=O)C2)c(Br)c(C(C)(C)C)c1 (stereo not drawn)	-112%	-3.9	?	7%	?	i	-2%	?	?
CC(C)CNC(=O)C1(C)CCN1C(=O)c1ccc(C(C)(C)C)cc1 (stereo not drawn)	-30%	-1.9	-1.3%	0%	.	i	.	-2%	.
O=C(NCCC1=CCCCC1)Nc1ccc2nsnc2c1	-36%	-2.1	3.9%[9.22 µM]	3%	-15%	i	0%	?	?
O=C(Cn1nnc(-c2ccc(F)cc2)n1)NC(=O)NC1CCCCC1	-57%	-0.1	3.2%	14%	.	i	.	-28%	.
Cn1nnnc1Sc1ncnc2scc(-c3cccc(Br)c3)c12	-52%	.	12%	-1%	-26%&-10%	.	1%	?	23µM*
Oc1c(C=C2N=c3ccccc3=N2)sc(=S)n1-c1ccc2ccccc2c1	2%	-1.8	0.3%	11%	-14%	i	-1%	0%	-12%
O=C(CSc1nnc2scc(-c3ccccc3)n12)c1ccc2c(c1)OCCO2	-20%	-0.3	-1.0%	-8%	-3%	i	0%	-4%	-4%
Oc1c(CNc2ccccc2)cc(COCc2ccccc2)c2cccnc12	-10%	.	3.5%	?	5%	.	1%&-1%	?	-15%
COc1ccc(Nc2ncnc3sc(C)cc23)c(OC)c1	-35%	-1.4	3.2%	-1%	-1%	i	-7%	1%	?
Cc1ccc2nc(CSc3nnc(NC(=O)C(C)C)s3)cc(=O)n2c1	20%	.	0.7%	-15%	9%	.	.	8%	.
CCOc1ccc(/C=N/NC(=O)c2cc3ccccc3cc2OC)cc1	-5%	-1.8	-0.2%	4%	1%	i	0%	0%	-26%
CCOc1ccc(CC(=N)C2=C(O)CC(C)(C)CC2=O)cc1OCC	1%	-4.4	-0.1%	-12%	2%	i	1%	1%	6%
Cc1cc(NC(=O)CSc2nnc(COc3cccc(C)c3C)n2Cc2ccco2)no1	8%	-1.9	0.3%	-5%	1%	i	0%	21%	.
CCCS(=O)(=O)N1CCCC(C(=O)NCCN2CCOCC2)C1 (stereo not drawn)	2%	-3.1	-0.5%	13%	-2%	i	1%	5%	-1%
Further entries:
SMILES	HepG2 tox	CCT modulator	Nrf2 activator	Abeta yeast res	A549 viability	Akt phos inh	Mm-Cpn inhibitor	TGFb SMAD3 inh	Nrf2 block
O=C(CN1CCSc2ccccc21)NCc1ccccc1F	-4%	.	3.0%	20%	?	.	.	0%	.
O=C(Nc1ccccc1)C1COc2ccccc2O1 (stereo not drawn)	2%	-1.6	3.0%	-2%	2%	i	-2%	6%	?
Cn1c(=O)n(C)c2cc(N3CCCC3)c(NC(=O)c3cccc(F)c3)cc21	4%	-0.8	4.5%	-9%	1%	i	-3%	-3%	-5%
COc1ccc(OC)c(N(C)S(=O)(=O)c2ccc3c(c2)N(C(C)=O)CCO3)c1	-23%	0.4	-0.7%	.	1%	i	1%	-16%	-5%
CCn1cc(C(=O)NCCCN2CCCC(C)C2)c(=O)c2cc(S(=O)(=O)N(C)C3CCCCC3)ccc21 (stereo not drawn)	-42%&-32%	-0.1	0.0%&-0.5%	8%	-5%&-22%	i	-1%	?	-5%&-3%
COC(=O)C1Cc2c([nH]c3ccccc23)CN1C(C)=O (stereo not drawn)	-1%	-2.6	0.0%	7%	2%	i	-1%	1%	8%
Cc1ccc(OCC(=O)Nc2ccc3c(c2)nc2n3CCOC2)cc1	-7%	-1.6	-0.7%	14%	3%	i	-1%	?	-7%
O=C(O)CCC(=O)/C=C/c1ccccc1	12%	0.3	18%	-5%	1%	i	-3%	5%	14%
Cc1ccc(NC(=O)CSc2nc(C)c(Cc3ccccc3)c(=O)[nH]2)cc1C	-21%&-20%	1.3	-0.8%&-0.3%	1%&-16%	9%&4%	i	1%	8.9µM*	5%&-20%
Cc1cccc(C)c1NC(=O)CCCN1C(=O)C(c2ccccc2)Oc2cccnc21 (stereo not drawn)	-10%	0.5	-0.9%	10%	-3%	i	2%	2%	3%
Cc1cccc(NS(=O)(=O)c2ccc(C)c(C(=O)NCC(c3cccs3)N(C)C)c2)c1 (stereo not drawn)	-20%	-2.3	3.9%	9%	1%	i	2%	-20%	7%
COc1ccc(CC(=O)NC(CC(=O)O)c2ccc(OC)cc2)cc1 (stereo not drawn)	8%	2.6	-0.3%	12%	9%	i	-2%	12%	21%
CN(C)c1ncc(S(=O)(=O)c2ccccc2)c(-c2ccc(Cl)cc2Cl)n1	12%	0.6	4.6%	4%	-5%	i	-2%	-5%	-10%
COC(=O)C12OCC34C(CC5C(C)=C(O)C(=O)CC5(C)C3C(O)C1O)OC(=O)C(OC(=O)C=C(C)C)C24 (stereo not drawn)	0%	0.7	-0.8%	-18%	?	i	.	-54%	0.016µM*
CCOC(=O)C1CCCN(C(=O)/C=C/c2ccc(Cl)cc2)C1 (stereo not drawn)	11%	0.3	-0.9%	-10%	-1%	i	-2%	5%	2%
O=c1c2cc(Cl)cc(Cl)c2nc2n1CCC2	3%	-0.7	0.2%	-6%	-11%	i	-1%	4%	-15%
Cc1cc(C)cc(OCC(=O)Nc2ccc3c4c(cccc24)CC3)c1	5%	-1.0	-0.7%	9%	-11%	i	0%	-4%	-21%
COc1ccc(Cn2c(O)c(C=Nc3ccc(O)cc3)c3ccccc3c2=O)cc1	-67%	3.9	-0.2%	-7%	?	i	0%	-14%	?
O=C(NCCn1c(-c2ccncc2)nc2ccccc21)[C@H]1CCCN1c1nc(CN2CCCCC2)cs1	2%	0.0	-0.5%	-10%	-1%	i	0%	4%	?
CC(C)(C)NC(=O)C1c2ccccc2OCC(=O)N1Cc1cccnc1 (stereo not drawn)	.	-1.1	3.2%	-5%	.	i	.	.	.
Cc1csc(SCC(=O)Nc2ccccc2[N+](=O)[O-])n1	-1%	-2.5	14%	-6%	-16%	i	0%	-16%	-4%
O=c1[nH]c(SCc2ccc(F)cc2)nc2c1CCCC2	-22%	.	-0.5%	7%	-1%	.	.	-12%	?
Cc1nn(C)c(C)c1NC(=O)COc1ccc(Cl)cc1	-13%	2.7	0.5%	-19%	-4%	i	1%	?	?
Clc1cccc(Cl)c1Cn1ccc(C2CC2)n1	8%	1.3	4.7%	10%	-3%	i	-1%	-8%	?
COc1ccc(CCN2CC(C(=O)Nc3cc(F)ccc3F)CC2=O)cc1OC (stereo not drawn)	0%	0.4	0.0%	-1%	1%	i	-3%	16%	-11%
O=C(Nc1cccc(Cl)c1)c1ccc(S(=O)(=O)NCC2CCCO2)cc1 (stereo not drawn)	-40%	1.4	2.2%	-3%	-17%	i	1%	?	4.6µM*
CCOc1ccc(NC2SC(=O)N(Cc3ccccc3)C2=O)cc1 (stereo not drawn)	6%	.	0.1%	?	-5%	.	.	-9%	6%
CCCCNC(=O)COC(=O)c1ccc(Cl)c(S(N)(=O)=O)c1	-26%	2.9	-0.9%	11%	-1%	i	1%	-5%	1%

Part of the list above, as a markdown table:
| structure | HepG2 tox | CCT modulator | Nrf2 activator | Abeta yeast res | A549 viability | Akt phos inh | Mm-Cpn inhibitor | TGFb SMAD3 inh | Nrf2 block |
| --- | --- | --- | --- | --- | --- | --- | --- | --- | --- |
| CC(C)(C)c1cc(CSC(=S)NC2CCS(=O)(=O)C2)c(Br)c(C(C)(C)C)c1 (stereo not drawn) | -112% | -3.9 | ? | 7% | ? | i | -2% | ? | ? |
| COc1ccc(Cn2c(O)c(C=Nc3ccc(O)cc3)c3ccccc3c2=O)cc1 | -67% | 3.9 | -0.2% | -7% | ? | i | 0% | -14% | ? |
| Oc1c(CNc2ccccc2)cc(COCc2ccccc2)c2cccnc12 | -10% | . | 3.5% | ? | 5% | . | 1%&-1% | ? | -15% |
